RNase H inhibition – RNase H inhibition, HIV 1 Gag Pol polyprotein, FRET biochemical assay, screening (AID 372); 0.77% of 100,000 active; HIV-1 RT RNase H, FRET RNA/DNA substrate fluorescence; higher % means a stronger effect; one-dose inhibition, % at 10 µM; IC50 in µM for titrated hits; in the data active = inhibition above about 50%
* marks the source's active call; other numbers are inactive results. An excerpt; the hit share may differ from the screen's.

The first 2 records, to show the layout:
SMILES | RNase H inhibition
N#CC1=C(N)Oc2cc(O)c(C=Nc3ccccc3I)cc2C1c1ccccc1 (stereo not drawn) | 32.0%
Cc1cccc(NC(=O)CN(c2ccc(C(C)C)cc2)S(=O)(=O)c2ccccc2)c1 | 8.0%

The whole of this part (from the top)
SMILES | RNase H inhibition
N#CC1=C(N)Oc2cc(O)c(C=Nc3ccccc3I)cc2C1c1ccccc1 (stereo not drawn) | 32.0%
Cc1cccc(NC(=O)CN(c2ccc(C(C)C)cc2)S(=O)(=O)c2ccccc2)c1 | 8.0%
Cc1ccc(C2/C(=C(/O)c3ccccc3)C(=O)C(=O)N2c2ccccc2)cc1 (stereo not drawn) | 8.0%
COc1ccc(C(=O)Nc2ccccc2)cc1NC(=O)C(C)Oc1ccccc1 (stereo not drawn) | 5.0%
CC(=O)OC1CC(C)(C)N([O])C(C)(C)C1 | 10.0%
O=[N+]([O-])c1ccc(OC/C=C/c2cccc([N+](=O)[O-])c2)cc1 | 7.0%
CC1(C)c2ssc(=S)c2-c2ccccc2N1C(=O)CN1CCCCC1 | 8.0%
O=C(Nc1ccc(Cc2ccncc2)cc1)c1ccc(-c2ccc(Br)cc2)o1 | 15.0%
COC(=O)c1c(C)oc2ccc(OCc3cccc(F)c3)cc12 | 14.0%
COc1ccccc1NC(=O)c1cc(N)cc(C(=O)Nc2ccccc2OC)c1 | 13.0%
O=C(N/N=C/c1cc(I)cc(I)c1O)c1ccccc1O | 6.0%
O=C(/C=C/NNC(=O)c1ccc(Cl)cc1)c1ccccc1 | 6.0%
CCOC(=O)c1ccccc1NS(=O)(=O)c1cccs1 | 44.0%
Cc1ccc(/C=N/NC(=O)c2cccc(I)c2)o1 | 18.0%
Cc1cc(C)n(C(=O)Nc2ccccc2)n1 | 4.0%
CC1(C)CC(=O)C(=Cc2cn(-c3ccccc3)nc2-c2ccc(Cl)cc2)C(=O)C1 | 0.0%
COc1ccc(OC)c(C2NC(=O)NC(C)=C2C(=O)OCCc2ccccc2)c1Br (stereo not drawn) | 19.0%
O=C(Nc1ccc(Cl)cn1)c1cccc(Cl)c1Cl | 1.0%
O=CN1Cc2ccccc2-c2ccccc2C1 | 6.0%
CCN(CC)C(=O)C(=O)NNC(=O)COc1ccc(Cl)cc1 | 0.0%
COC(=O)C1=C(C)NC2=C(C(=O)CC(C)(C)C2)C1c1ccccc1 (stereo not drawn) | 5.0%
Cc1cc(OCCN2CCCC2)ccc1Cl | 32.0%
Cc1cccc(C(=O)Nc2cccc3ccccc23)c1 | 1.0%
O=C(Nc1ccc(Br)cc1F)c1cccc2ccccc12 | 16.0%
O=C(CN1C(=O)c2cccc3cccc1c23)Nc1ccc2c(c1)OCO2 | 17.0%
CCOC(=O)c1c(NC(=O)c2ccc(S(=O)(=O)N3CCCCC3)cc2)sc(C(C)=O)c1C | 7.0%
O=[N+]([O-])c1ccc(Cl)c2ncccc12 | 22.0%
Cc1ccc(N2C(=O)/C(=C/c3ccc4c(c3)OCO4)SC2=S)cc1C | 13.0%
Cc1c(NC(=S)NC(=O)c2cccc(Cl)c2)cccc1-c1nc2cc(Cl)ccc2o1 | 17.0%
Cc1cc2nc3s/c(=C\c4ccc(-c5ccc(Cl)c([N+](=O)[O-])c5)o4)c(=O)n3c2cc1C | 10.0%
O=C(Nc1cc(Cl)cc(Cl)c1)c1cc([N+](=O)[O-])ccc1Br | 14.0%
CCOC(=O)C1(C)C(Br)=C(Nc2cccc([N+](=O)[O-])c2)C(=O)N1c1ccccc1 (stereo not drawn) | 21.0%
Cc1cccc(Nc2ccc([N+](=O)[O-])c3nonc23)c1 | 35.0%
Cc1ccc(C(=O)Nc2cccnc2)o1 | 11.0%
Cc1ccc(C)c(N(CC(=O)NCCSCc2ccccc2)S(=O)(=O)c2ccccc2)c1 | 3.0%
COc1ccc(C(=O)Nc2ccc(-c3ccc(NC(=O)c4ccc(OC)cc4)c(OC)c3)cc2OC)cc1 | 4.0%
CCOc1cc(/C=C2\C(=O)NC(=S)N(c3ccc(Br)cc3)C2=O)cc(Cl)c1O | 16.0%
CCc1ccccc1NC(=O)/C=C/c1cccc([N+](=O)[O-])c1 | 20.0%
CCOc1ccc2nc(SCC(=O)Nc3cc(Cl)ccc3OC)sc2c1 | 11.0%
COc1ccc(C2C(C(=O)/C=C/c3ccccc3)=C(O)C(=O)N2CCO)cc1 (stereo not drawn) | 1.0%
COc1ccc(Cl)cc1NC(=O)C1=C(C)NC(=S)NC1c1ccccc1Cl (stereo not drawn) | 13.0%
Cc1ccc(NC(=O)CSc2cccc3cccnc23)c(C)c1 | 10.0%
O=C(NCCNc1ccc(Cl)cc1[N+](=O)[O-])c1cc2ccccc2o1 | 6.0%
O=C(Cc1ccc(F)cc1)Nc1nc(-c2ccc(F)c(F)c2)cs1 | 10.0%
O=C(CCCOc1ccccc1)Nc1ccc(Cl)cc1 | 3.0%
COc1ccccc1OCCCCOc1c(Cl)cccc1Cl | 25.0%
CC(=O)Nc1ccc(S(=O)(=O)N=C(N)N)cc1[N+](=O)[O-] | 2.0%
Cc1ccc(-n2c(C)cc(/C=N/NC(=O)CN3CCOCC3)c2C)cc1C | 5.0%

For reference, some entries already given:
SMILES | RNase H inhibition
CC(=O)Nc1ccc(S(=O)(=O)N=C(N)N)cc1[N+](=O)[O-] | 2.0%
Cc1ccc(-n2c(C)cc(/C=N/NC(=O)CN3CCOCC3)c2C)cc1C | 5.0%

Three structures from above, sorted by length of the SMILES, smallest number first.
SMILES | RNase H inhibition
O=C(CCCOc1ccccc1)Nc1ccc(Cl)cc1 | 3.0%
CC(=O)Nc1ccc(S(=O)(=O)N=C(N)N)cc1[N+](=O)[O-] | 2.0%
O=C(NCCNc1ccc(Cl)cc1[N+](=O)[O-])c1cc2ccccc2o1 | 6.0%

(listing goes on)
SMILES | RNase H inhibition
COc1cc(NS(=O)(=O)c2ccc([N+](=O)[O-])cc2)c(OC)cc1Br | 11.0%
CCc1c(C)sc(NC(=O)c2c(-c3ccccc3)noc2C)c1C(N)=O | 36.0%
Cc1ccc(-n2c(/C=C/c3cn(Cc4ccccc4)c4ccccc34)nc3ccccc3c2=O)cc1 | 25.0%
Oc1ccc(C=Nc2cc(Cl)cc(Cl)c2)c(O)c1 | 12.0%
COc1cc([N+](=O)[O-])ccc1-c1ccc(/C=C2\C(=O)N(c3ccc(C(=O)O)cc3)N=C2C)o1 | 26.0%
COCC(=O)Nc1cc(Cl)c(OC)cc1OC | 15.0%
CC(=O)Nc1ccc(C(=O)NCc2ccco2)cc1 | 57.0%*
CCN(CCC1(c2ccccc2)CCOC(C)(C)C1)Cc1ccc(N(C)C)cc1 (stereo not drawn) | 13.0%
COc1ccccc1NC(=O)CSc1cc(Cl)ccc1Cl | 10.0%
CC(C)c1ccc(NC(=O)Nc2ccccc2)cc1 | 4.0%
O=C(COc1ccccc1Cl)NCCCN1CCOCC1 | 17.0%
O=C(Nc1cc(-c2nc3ccccc3s2)ccc1Cl)c1ccc([N+](=O)[O-])cc1 | 29.0%
Cc1occc1C(=O)NC1CCCCCC1 | 0.0%
NS(=O)(=O)c1ccc(N/C=C\C(=O)c2ccc3c(c2)OCO3)cc1 | 9.0%
O=C(NC1CCCC1)c1ccccc1Cl | 0.0%
CS(=O)(=O)c1ccc2nc(NC(=O)/C=C/c3cccc([N+](=O)[O-])c3)sc2c1 | 7.0%
O=C(N/N=C/c1c(F)cccc1Cl)c1ccccc1 | 0.0%
CCOC(=O)c1ccc2nc(C)c3c(c2c1)OC(C)C3 (stereo not drawn) | 0.0%
Cc1ccc(OCC(=O)NCc2ccncc2)c(Br)c1 | 1.0%
Cc1ccc2oc(-c3ccco3)cc(=O)c2c1 | 0.0%
COc1ccccc1NC(=S)NC(=O)Cc1ccccc1 | 6.0%
CCCSc1nc(O)c(C(c2ccccc2)c2ccccc2)c(=O)[nH]1 | 9.0%
COc1ccccc1N1CCN(C(=O)CN(c2ccc(F)cc2)S(C)(=O)=O)CC1 | 0.0%
Cc1ccc(C(=O)Nc2cccc([N+](=O)[O-])c2C)cc1C | 1.0%
Cc1cccc(OCCCc2c(C)n[nH]c2C)c1 | 0.0%
CC(C)CC(=O)NS(=O)(=O)c1ccc(NC(=O)c2ccco2)cc1 | 13.0%
COc1ccc(/C=C2\SC(=S)N(Nc3ccccc3)C2=O)cc1OC | 55.0%*
COc1ccc(C2CC(C(F)(F)F)n3nc(C(=O)Nc4c(F)cc(F)cc4Br)c(Cl)c3N2)cc1OC (stereo not drawn) | 18.0%
COc1ccccc1NS(=O)(=O)c1ccc(C)c([N+](=O)[O-])c1 | 1.0%
Cc1nnc(Nc2ccc(C(=O)N3CCCCC3)cc2)c2ccccc12 | 14.0%
Cc1cc(C)c2oc(-c3cccc(NC(=S)NC(=O)c4ccccc4Cl)c3C)nc2c1 | 16.0%
COc1ccccc1N1CCN(S(=O)(=O)c2ccc3ccccc3c2)CC1 | 9.0%
CCN(CC)CCCOc1ccc(C)cc1 | 6.0%
CC(C)c1cc(C(C)C)c(S(=O)(=O)NNC(=O)c2ccncc2)c(C(C)C)c1 | 1.0%
CN(C)c1ccc(/C=C2N=C(/C=C/c3ccccc3)OC/2=O)cc1 | 28.0%
O=[N+]([O-])c1ccc(-n2nc3ccc4ccccc4c3n2)cc1 | 7.0%
O=C(Cc1ccccc1)Nc1ccc(Cl)c(Cl)c1 | 10.0%
CCOc1ccc(C=Nc2cccc(Cl)c2C)cc1 | 4.0%
CCCSc1nnc(NC(=O)c2cccc(Cl)c2)s1 | 11.0%
CN(C)c1ccc(C(O)C(C)(O)c2nc3ccccc3n2C)cc1 (stereo not drawn) | 2.0%
C=CCN1C(=O)/C(=C/c2ccc(N(C)C)cc2)SC1=S | 17.0%
CCN(CC)C(=O)CSc1nc(O)c(Cc2ccccc2)c(=O)n1-c1ccc(OC)cc1 | 0.0%
COc1ccc(S(=O)(=O)N(CC(=O)Nc2ccc3ccccc3c2)c2ccc(C)cc2)cc1OC | 1.0%
COc1cc(OC)cc(-c2nc3ccc(Br)cc3c(=O)o2)c1 | 5.0%
Cc1ccccc1/C=N\NC(=O)CNc1ccccc1C | 13.0%
Cc1ccc2oc(-c3ccc(C)c(N=C/C=C/c4ccc(Cl)cc4Cl)c3)nc2c1 | 7.0%
O=C(NC(Nc1ccccc1Cl)C(=O)c1ccccc1)c1ccco1 (stereo not drawn) | 6.0%
CCOc1cc(/C=C2/N=C(c3ccc(C)cc3)OC2=O)ccc1OC(=O)c1ccc(OC)cc1 | 12.0%

Exported as a markdown table: five of the compounds above.
| smiles | RNase H inhibition |
| --- | --- |
| CCCSc1nnc(NC(=O)c2cccc(Cl)c2)s1 | 11.0% |
| COc1cc(OC)cc(-c2nc3ccc(Br)cc3c(=O)o2)c1 | 5.0% |
| Cc1ccc2oc(-c3ccc(C)c(N=C/C=C/c4ccc(Cl)cc4Cl)c3)nc2c1 | 7.0% |
| CCOc1ccc(C=Nc2cccc(Cl)c2C)cc1 | 4.0% |
| O=C(Cc1ccccc1)Nc1ccc(Cl)c(Cl)c1 | 10.0% |

(further entries)
SMILES | RNase H inhibition
COC(=O)c1c(NC(=O)c2cnccn2)sc2c1CCCCC2 | 5.0%
C/C(=N\Nc1nc(C)cc(=O)[nH]1)c1ccc(C)cc1 | 0.0%
Cn1c(/C=C/c2ccco2)nc2ccccc21 | 7.0%
O=C(Nc1ccc2oc(-c3cccc(F)c3)nc2c1)c1ccc(Br)o1 | 2.0%
CC(=O)c1ccc(NC(=O)CSCC(=O)Nc2ccc3ccccc3c2)cc1 | 37.0%
Cc1cc(Cl)ccc1OCC(=O)Oc1nn(C)c(=O)c(Cl)c1Cl | 10.0%
Cc1ccc(S(=O)(=O)N(CC(=O)NC2CCCC2)Cc2ccccc2)cc1 | 8.0%
C=CCc1cc(/C=C2\C(=O)NC(=O)N(c3ccccc3CC)C2=O)cc(OC)c1OCC(=O)O | 14.0%
O=C(CN(c1ccc(Cl)cc1Cl)S(=O)(=O)c1ccccc1)NC1CCCC1 | 8.0%
Cc1oc(/N=C/c2ccc3c(c2)OCO3)c(C#N)c1C | 15.0%
CC(=O)c1ccc(-c2ccc(C=C3C(=O)N(C)C(=S)N(C)C3=O)o2)cc1 | 14.0%
COc1ccc(/C=C2\C(=O)N(c3ccc(C(=O)O)cc3)N=C2C)cc1[N+](=O)[O-] | 2.0%
COC(=O)c1c(C)oc2cc(Br)c(OCC(=O)c3ccc(OC)cc3)cc12 | 0.0%
O=C(O)C1C2C=CC(O2)C1C(=O)Nc1nccs1 (stereo not drawn) | 3.0%
O=C1NC(=S)NC(=O)C1=Cc1cn(-c2ccccc2)nc1-c1ccc(F)cc1 | 12.0%
CCn1c2ccccc2c2cc(CN3CCN(S(=O)(=O)c4ccccc4)CC3)ccc21 | 6.0%
COc1ccc(S(=O)(=O)NNC(=O)c2cccc(Br)c2)cc1 | 4.0%
O=c1[nH]c(-c2ccc(-c3ccc([N+](=O)[O-])cc3)o2)nc2sc3c(c12)CCCC3 | 22.0%
COC(=O)c1c(N)sc2c1CCN(C)C2 | 0.0%
COc1cc(Nc2nc(-c3ccccc3)c3cc(C)ccc3n2)cc(OC)c1OC | 7.0%
O=C(CC1Sc2ccc(C(F)(F)F)cc2NC1=O)Nc1ccccc1Cl (stereo not drawn) | 5.0%
COc1ccc(S(=O)(=O)Nc2cccc(C(F)(F)F)c2)cc1 | 0.0%
CC(=O)C1=C(O)C(=O)N(Cc2ccccc2)C1c1ccc([N+](=O)[O-])cc1 (stereo not drawn) | 12.0%
COc1cc2c(cc1NC(=O)COc1ccc(C)cc1Br)oc1ccccc12 | 7.0%
COc1ccccc1/C=N/NC(=O)C(=O)Nc1ccccc1 | 1.0%
O=C(c1nn2c(C(F)(F)F)cc(-c3cccs3)nc2c1Br)N1CCOCC1 | 0.0%
CCOC(=O)C1=C(C)N=c2s/c(=C\c3ccc(-c4cc(Cl)ccc4Cl)o3)c(=O)n2C1c1cc(OC)ccc1OC (stereo not drawn) | 6.0%
CCOc1ccc(Cc2c(C)[nH]c3c(Br)cccc3c2=O)cc1 | 13.0%
COc1cc(C)ccc1OCCCCOc1cccc(C(C)C)c1 | 26.0%
COc1cc(/C=c2\sc3nc4ccccc4n3c2=O)cc(Cl)c1OCc1ccccc1F | 8.0%
CC1(C)Nc2ccccc2-c2c1sn(-c1cccc(Cl)c1)c2=S | 16.0%
CC1=CC(C)(C)N(CC(=O)c2ccc([N+](=O)[O-])cc2)c2cc(C)ccc21 | 25.0%
CC1=C(C(=O)OCCc2ccccc2)C(c2cccc(O)c2)NC(=O)N1 (stereo not drawn) | 32.0%

Assay outcomes deposited in PubChem BioAssay by MTDP.
